Screens from PubChem BioAssay.
L3MBTL1 block – L3MBTL1 (human) inhibition. Q9Y468. AlphaScreen L3MBTL1–H3K9me1 peptide binding. Potency, µM (titrated, usually from 57.1 µM), without a hit: top-dose activity, negative = inhibition, hits mostly inhibitors. 230,000 compounds, 0.66% hits. AID 485360; active = well fitted inhibition curve with a large enough effect; inconclusive = small, poorly fitted or top-dose-only effect; inactive = no such curve, though single readings can be large or run the other way; also: nearly all actives have a fitted effect of over 60% in size
Target sequence (Q9Y468 whole entry, looked up): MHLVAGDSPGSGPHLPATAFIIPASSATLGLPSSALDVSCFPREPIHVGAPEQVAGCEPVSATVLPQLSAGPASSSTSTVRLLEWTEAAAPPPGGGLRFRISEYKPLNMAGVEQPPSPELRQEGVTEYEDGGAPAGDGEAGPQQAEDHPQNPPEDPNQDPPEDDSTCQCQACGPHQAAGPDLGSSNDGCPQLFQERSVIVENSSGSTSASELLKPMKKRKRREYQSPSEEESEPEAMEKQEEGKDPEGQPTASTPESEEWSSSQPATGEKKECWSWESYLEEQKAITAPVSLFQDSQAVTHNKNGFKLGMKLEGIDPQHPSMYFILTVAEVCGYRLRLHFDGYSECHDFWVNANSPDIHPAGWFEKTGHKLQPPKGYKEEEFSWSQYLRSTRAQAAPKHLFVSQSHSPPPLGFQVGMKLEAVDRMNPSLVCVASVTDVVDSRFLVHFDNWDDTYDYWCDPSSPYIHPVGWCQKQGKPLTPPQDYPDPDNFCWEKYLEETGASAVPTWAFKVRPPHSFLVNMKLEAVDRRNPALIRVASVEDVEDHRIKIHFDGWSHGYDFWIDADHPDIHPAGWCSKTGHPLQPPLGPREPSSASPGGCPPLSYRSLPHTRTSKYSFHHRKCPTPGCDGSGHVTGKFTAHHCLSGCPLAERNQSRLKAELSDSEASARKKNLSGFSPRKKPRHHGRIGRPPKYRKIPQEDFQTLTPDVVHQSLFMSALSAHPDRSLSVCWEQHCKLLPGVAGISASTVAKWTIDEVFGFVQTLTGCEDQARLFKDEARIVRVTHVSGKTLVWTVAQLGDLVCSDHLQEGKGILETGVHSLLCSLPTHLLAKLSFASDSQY
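First, the protein-peptide complex forms for 30 min at room temperature (L3MBTL1 50 nM, biotinylated H3K9me1 peptide 75 nM). Next, compounds are pin-transferred and incubated 30 min. Finally, AlphaScreen beads are added and read after 30 min.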
* = called active by the depositor; ? = inconclusive; [ ] = another dose, or the depositor's remark. % is scaled to controls: 0 for no effect and ±100 for the full control effect; potency is read from the fitted curve at half-maximal effect. The list is partial. The share of hits here may be higher or lower than overall.

entry | compound | L3MBTL1 block
1 | CC(=O)c1ccc(S(=O)(=O)Nc2ccc(Cl)c(S(=O)(=O)N3CCCC3)c2)cc1 | 0%
2 | CCCc1cc(=O)[nH]c(SCC(=O)NC2(C#N)CCCCC2)n1 | 3%
3 | O=C(CNS(=O)(=O)c1c(Cl)cccc1Cl)N1CCCCCC1 | -7%[2.29 µM]
4 | O=C(CSc1ncccn1)NC(=O)Cc1ccccc1 | 0%
5 | COc1ccc(NC(=O)CN(C)C(=O)c2ccc(S(=O)(=O)Nc3ccccc3C)cc2)cc1 | 8%
6 | COc1ccc(CCNC(=O)C2C3CCC(C3)C2C(=O)O)cc1OC (centres undefined) | 6%
7 | O=C(NCC1CCCCC1)c1cccc([N+](=O)[O-])c1 | 8%
8 | COc1cccc(-c2nn(-c3ccc(F)cc3)cc2C(=O)NCC2CCCO2)c1 (centres undefined) | -8%
9 | O=c1cc(-c2ccncc2)oc2c1ccc1ccccc12 | 2%
10 | Cc1ccc(C(=O)NC(C)c2ccc(-n3ccnc3)cc2)cc1S(=O)(=O)N1CCOCC1 (centres undefined) | 6%
11 | CCN1C(=O)CSC1=Nc1ccc(OC)cc1 | 7%[2.29 µM]
12 | CC(C)C[C@@H](CO)N1CCN(CCc2ccccc2)CCC1=O | -8%
13 | CC(Sc1nc(N)cc(=O)[nH]1)C(=O)NNC(=O)c1cccc(Cl)c1 (centres undefined) | -3%
14 | Cc1ccc(-c2csc(N3CCN(c4cc5c(cc4Cl)nc(C)n5CCN4CCCCC4)CC3)n2)cc1 | -5%
15 | CCOc1cc(N2CCOCC2)c(OCC)cc1NC(=O)CSc1nc(N)cc(=O)[nH]1 | -3%
16 | COc1cc(CNC2CCCCCCC2)cc(Cl)c1OCC(N)=O | 16%
17 | C=C[C@@H]1c2ccccc2N(S(=O)(=O)c2ccc(C)cc2)[C@H](c2ccc(C(F)(F)F)cc2)C1(C#N)C#N | -4%
18 | COc1ccccc1CNC(=O)[C@H](C)N1C(=O)N2CCc3c([nH]c4ccccc34)[C@@]2(C)C1=O | 0%
19 | CCOc1ccc(NC(=O)COc2coc(CN3CCc4ccccc4C3)cc2=O)cc1 | -6%
20 | O=C(COC(=O)/C=C/c1ccccc1)NC(=O)NC1CCCCC1 | 5%
21 | O=C(COC(=O)Cc1c[nH]c2ccccc12)Nc1ccccc1C(F)(F)F | -2%
22 | CC(C)(C)CC(=O)Nc1ccc(S(=O)(=O)NC2=NCCCCC2)cc1 | 3%
23 | Cc1ccc(C2=CC(=O)C[C@H](c3ccc(Cl)cc3)C2)cc1 | 6%
24 | Cc1cccc(NC(=S)NCc2ccccc2)c1C | -4%
25 | COc1cc(OC)cc(-c2nnc(NC(=O)CCS(=O)(=O)c3ccccc3)o2)c1 | 10%
26 | CCOc1ccccc1Nc1nc(-c2cccnc2)cs1 | -6%
27 | CCCS(=O)(=O)N1CCCC(C(=O)Oc2ccc(C)c(C)c2)C1 (centres undefined) | -1%
28 | COc1cc(C2NC(=O)NC(C)=C2C(=O)OC2CCC(C)CC2)ccc1O (centres undefined) | 23%
29 | CCOP(=O)(OCC)c1ccc2c(c1)C(=O)c1ccccc1CC2 | -1%
30 | C#CCOCCOCCOCCNc1nc(N2CCN(C(=O)[C@H](CO)n3cc([C@@H](N)C(C)C)nn3)CC2)nc(N2CCN(C(=O)[C@H](CCCCN)n3cc([C@@H](N)[C@H](C)CC)nn3)CC2)n1 | 8%
31 | COc1ccc(-c2oc3ccccc3c2C(=O)OCc2ccccc2)cc1 | 91%[activator]
32 | CCN(CC(=O)Nc1ccc(NC(C)=O)cc1)C(=O)c1ccccc1CCc1ccccc1 | -8%
33 | O=C(COC(=O)CNC(=O)c1ccccc1Cl)NC1CCCC1 | 4%
34 | O=C(CSc1nc2ccccc2c(=O)n1CCCN1CCOCC1)Nc1ccc(F)c(Cl)c1 | 1%
35 | Cc1ccc(NC(=O)c2cc(=O)[nH]c3ccc(S(=O)(=O)N4CCOCC4)cc23)cc1 | 0%
36 | O=C(Nc1ccc2c(c1)OCCO2)c1cccc(Cl)c1 | 7%
37 | CC1=C(C(=O)OCCCBr)C(c2ccc3c(c2)OCO3)NC(=O)N1 (centres undefined) | 2%
38 | COc1cc2c(cc1OC)CN(Cc1ccc(C)cc1)CC2 | -5%
39 | CCOc1ccc(Cl)cc1CNc1nnnn1CC | 0%
40 | Cc1ccc(C)c(NC(=O)CN(C)C(=O)Cc2coc3cc(C)c(C)cc23)c1 | 0%
41 | CSCCCN1CCCC(CO)(Cc2ccc(F)cc2)C1 (centres undefined) | 1%
42 | COc1ccccc1N1CCN(Cc2ccc(C(=O)O)cc2)CC1 | 1%
43 | Cc1ccc(-c2noc(COC(=O)c3ccco3)n2)cc1 | 16%
44 | Cc1noc(C)c1NC(=O)N(C)C[C@H]1Oc2ccc(NC(=O)Nc3ccc4c(c3)OCO4)cc2C(=O)N([C@H](C)CO)C[C@@H]1C | -4%
45 | Cc1cc(C)n(-c2ccc(C(=O)OCC(=O)Nc3ccc(S(N)(=O)=O)cc3)cc2)n1 | -5%
46 | CCN(C(=O)CSc1cccc[n+]1[O-])C1CCCCC1 | 3%
47 | CCC(C)[C@H]1CNCCN1CCCc1cc(OC)c(OC)c(OC)c1 (some centres undefined) | -2%
48 | COc1ccc(CC(=O)NCCS(=O)(=O)N2CCN(c3ccccc3)CC2)cc1OC | -1%
49 | CCCOC(c1ccccc1)(c1ccc(C(F)(F)F)cc1)C(Oc1nc(C)cc(C)n1)C(=O)O (centres undefined) | 7%
50 | CN(C(=O)COn1nnc2ccc(S(=O)(=O)N3CCOCC3)cc21)c1ccccc1 | 4%
51 | CC(C)c1ccc(OCC(O)CN2CCCC2)cc1 (centres undefined) | -5%
52 | O=C(COC(=O)c1n[nH]c2ccccc12)NCCc1ccccc1 | -5%
53 | COc1ccc2cc(C=O)n(C)c2c1 | 7%
54 | Cc1cc(C)n2nc(SCC(=O)N(C)C3CCCCC3)nc2n1 | 5%
55 | COc1ccc2oc(=O)c(C(=O)NC(C)c3ccccc3)cc2c1 (centres undefined) | -2%
56 | CCCn1c(Oc2ccccc2)nc2c1c(=O)n(C)c(=O)n2C | 0%
57 | Cc1ccc(NC(=O)C(C)Sc2nnc3ccccn23)cc1 (centres undefined) | -2%
58 | CCN(Cc1ccccc1)C(=O)c1ccc(N(C)S(=O)(=O)c2ccc(C)cc2)cc1 | 16%
59 | O=C(NCCc1ccccc1)C1CCC(=O)N(CCCN2CCCC2=O)C1 (centres undefined) | 0%
60 | Cc1ccc(Cl)cc1NC(=O)C1CC(=O)N(C(C)C)C1 (centres undefined) | 1%[2.29 µM]

Other compounds
entry | compound | L3MBTL1 block
61 | CCN(CC(=O)Nc1c(F)cccc1F)C(=O)c1ccc(C)c(S(=O)(=O)N2CCCCC2)c1 | -2%
62 | O=C(/C=C/c1ccc(OC(F)F)cc1)OCC(=O)N1CCC(c2ccccc2)=N1 | 2%
63 | Nc1nc2cc3ccccc3cc2[nH]c1=O | -1%
64 | COc1ccc(/C=C(\NC(=O)c2ccc(OC)cc2)C(=O)N2CCCCC2)cc1 | 0%
65 | COc1ccc(C(=O)OCC(=O)c2ccc(S(=O)(=O)N3CCCCC3)cc2)c(OC)c1 | -1%
66 | CCOc1ncccc1C(=O)OCC(=O)Nc1nnc(-c2ccccc2)o1 | -1%
67 | C=COc1ccc(N2C(=O)c3ccccc3OC2C)cc1 (centres undefined) | 0%
68 | CCCCCCC[C@@H](C/C=C/CCC(=O)N(C)C/C(=C/Cl)C/C(=C\C(=O)N1C[C@H](O)CC1=O)OC)OC | 4%
69 | Cc1ccc([C@@H]2[C@@H]3C(=O)N(C)C(=O)[C@@H]3[C@]3(C)C(=O)N(Cc4ccccn4)CC(=O)N23)o1 | 1%
70 | CN1C(=O)/C(=C/c2ccc(OCc3ccc(C(=O)O)cc3)c(Cl)c2)NC1=S | -11%
71 | Cc1cc(C)cc(CC2CC(=O)N(c3ccc([N+](=O)[O-])cc3)C2=O)c1 (centres undefined) | -1%
72 | CC(C)CC1NC(=O)c2ccccc2-n2c1nc1ccccc1c2=O (centres undefined) | 3%
73 | COc1cc(OC)cc(C(=O)NC(C(=O)N2CCC2)C(C)C)c1 (centres undefined) | 6%
74 | CC(=O)c1cccc(NC(=O)C(C)OC(=O)CCc2nc3ccccc3c(=O)[nH]2)c1 (centres undefined) | -2%
75 | CC(C)Oc1ccc(C(=O)OCC(=O)N2CCCc3ccccc32)cc1 | -6%
76 | NC(=O)CC(NC(=O)c1ccc(Br)cc1)c1ccc(N2CCCCCCC2)c([N+](=O)[O-])c1 (centres undefined) | -23%
77 | Cc1onc(-c2ccccc2)c1C(=O)N(CC(C)C)c1c(N)n(CC(C)C)c(=O)[nH]c1=O | -9%
78 | COc1ccc(S(=O)(=O)N2CCN(C(=O)CCNC(=O)c3ccccc3Cl)CC2)cc1 | 9%
79 | Cc1ccc2sc(N(CCCN(C)C)C(=O)c3ccc(S(=O)(=O)N4CCOCC4)cc3)nc2c1C | -3%
80 | Cc1noc(C)c1CC(=O)Nc1ccc2c(c1)OCO2 | 0%
81 | O=C(Nc1ccccc1F)c1cc(S(=O)(=O)N2CCOCC2)ccc1N1CCOCC1 | -4%
82 | COCCN(C(=O)COC(=O)Cc1c[nH]c2ccccc12)c1c(N)n(Cc2ccccc2)c(=O)[nH]c1=O | 2%
83 | CC(=O)Nc1cccc(NC(=O)CSc2nnc3ccc(-c4cccnc4)nn23)c1 | -4%
84 | CCOc1ccc(C(c2c(NC(=O)c3ccco3)sc(C)c2C)N2CCOCC2)cc1 (centres undefined) | 0%
85 | O=C(Cc1c(F)cccc1Cl)NNC(=O)c1ccc(Br)s1 | 0%
86 | CC(=O)NC(c1ccc(C)cc1)c1cc(Cl)c2cccnc2c1O (centres undefined) | 13%
87 | O=C(COc1ccc(Br)cc1Cl)N1CCN(c2ncccn2)CC1 | 4%
88 | COc1ccc(CC(CC(=O)O)C(=O)Nc2ccc(Cl)c(Cl)c2)cc1 (centres undefined) | 0%
89 | CCN(CC(=O)Nc1c(F)cccc1F)C(=O)c1ccc(N2CCOCC2)c([N+](=O)[O-])c1 | 11%
90 | CCOc1cccc(C(=O)Nc2ccc3c(c2)OCCO3)c1 | -1%
91 | CCC1(c2ccccc2)NC(=O)N(CC(=O)NCC2COc3ccccc3O2)C1=O (centres undefined) | 8%
92 | Cc1cc(NC(=O)C(C)SCC(=O)Nc2ccccc2N2CCCCC2)no1 (centres undefined) | -7%
93 | Cc1ccc(S(=O)(=O)CCC(=O)NCCC2=CCCCC2)cc1 | 5%
94 | Cc1cc(=O)[nH]c(SCCc2ccccc2)n1 | 6%
95 | Cc1c(C)n2c(SCC(=O)N3CCC(C)CC3)nnc2[nH]c1=O | 1%
96 | O=C(NCC(=O)N1CCN(C(=O)c2ccco2)CC1)c1ccc(Cl)cc1 | -1%

Five structures from above, ordered by count of non-hydrogen atoms, lowest first:
entry | compound | L3MBTL1 block
67 | C=COc1ccc(N2C(=O)c3ccccc3OC2C)cc1 (centres undefined) | 0%
73 | COc1cc(OC)cc(C(=O)NC(C(=O)N2CCC2)C(C)C)c1 (centres undefined) | 6%
28 | COc1cc(C2NC(=O)NC(C)=C2C(=O)OC2CCC(C)CC2)ccc1O (centres undefined) | 23%
40 | Cc1ccc(C)c(NC(=O)CN(C)C(=O)Cc2coc3cc(C)c(C)cc23)c1 | 0%
76 | NC(=O)CC(NC(=O)c1ccc(Br)cc1)c1ccc(N2CCCCCCC2)c([N+](=O)[O-])c1 (centres undefined) | -23%

(listing goes on)
entry | compound | L3MBTL1 block
97 | O=C(NNC(=O)c1ccccc1O)c1ccc(Cl)c(S(=O)(=O)N2CCCCC2)c1 | -10%
98 | CC(C)(C)Cc1nnc(NC(=O)CCc2ccccc2)s1 | -1%
99 | CCC/C(=C1/c2ccccc2C(=O)N1c1ccccc1)c1ccc2c(c1)OCCO2 | 19%
100 | O=C(CSc1nc(C2CC2)n(-c2ccccc2)n1)NCc1ccco1 | -5%
101 | COc1ccc(S(=O)(=O)N(C)C[C@H]2Oc3c(NC(=O)Nc4c(C)noc4C)cccc3C(=O)N([C@H](C)CO)C[C@@H]2C)cc1 | 2%
102 | CC(NC(=O)/C(=C\c1ccco1)NC(=O)c1ccco1)C(=O)O (centres undefined) | ?
103 | O=C(CSc1nccn(-c2ccc(Br)cc2)c1=O)NC1CCCC1 | -13%
104 | COc1ccc(CNc2nc3ccccc3n2C(C)C)c(O)c1 | -2%
105 | CN1CCN(C(=O)c2ccc(-c3ccc(Br)cc3)o2)CC1 | 0%
106 | CCOc1ccc(Br)cc1S(=O)(=O)Nc1cccc(S(=O)(=O)Nc2ccccc2C(=O)O)c1 | 0%
107 | CCN1CCN(c2ccc(S(=O)(=O)N3CCOCC3)cc2NC(=O)/C=C/c2cccc(OC)c2OC)CC1 | -4%
108 | COc1ccccc1OCCC(=O)OCC(=O)NCc1ccc(F)cc1 | 7%

3 of the entries above in order of the L3MBTL1 block value, falling.
entry | compound | L3MBTL1 block
106 | CCOc1ccc(Br)cc1S(=O)(=O)Nc1cccc(S(=O)(=O)Nc2ccccc2C(=O)O)c1 | 0%
107 | CCN1CCN(c2ccc(S(=O)(=O)N3CCOCC3)cc2NC(=O)/C=C/c2cccc(OC)c2OC)CC1 | -4%
97 | O=C(NNC(=O)c1ccccc1O)c1ccc(Cl)c(S(=O)(=O)N2CCCCC2)c1 | -10%

(cont.)
entry | compound | L3MBTL1 block
109 | COC(=O)C1=CN(Cc2ccccc2)C=C(C(=O)OC)C1c1ccc(OC)c(OC)c1 | -2%
110 | CC(C)c1ccccc1NC(=O)CN1C(=O)c2ccccc2C1=O | -1%
111 | Cc1ccc(C)c(OCC(=O)N(Cc2nnc(-c3ccccc3Cl)o2)C2CC2)c1 | -1%
112 | C#CCOCCOCCOCCNc1nc(N2CCN(C(=O)CCCCCCCCCCNC(=O)Cn3cc(CCCCCN)nn3)CC2)nc(N2CCN(C(=O)CCCCCCCCCCNC(=O)[C@H]([C@@H](C)CC)n3cc(CCCCCN)nn3)CC2)n1 | 5%
113 | Cc1cc(C(=O)COC(=O)/C=C/c2ccc(F)cc2)c(C)n1C | -1%
